Screens: PubChem, Sanford-Burnham Center for Chemical Genomics
H9c2 TAG inh: inhibitors of triacylglycerol accumulation. 0.66% of 230,000 active. AID 651582. H9c2 cells, Nile Red lipid (TAG) fluorescence; cells loaded with 200 µM oleic acid. inhibition, % at 12.5 µM;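 active means pattern-corrected inhibition of lipid staining of at least 50% with the nuclear-stain viability signal not falling by more than 50%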;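 further: 0% = DMSO wells and 100% = triacsin C control wells; some results filed as inactive read as strong as hits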
H9c2 TAG inh DAPI viability: second read-out of H9c2 TAG inh, no call of its own (marks repeat the call); DAPI nuclei signal change (viability), lower = more cytotoxic, %;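 whole-well DAPI fluorescence read on a plate reader as a viability signal; minus 50 percent equals half of cells still viable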
* hit, by the source's call; i = inactive.

The first two records as a preview:
SMILES	H9c2 TAG inh	H9c2 TAG inh DAPI viability
Cc1cccc(C(=O)OCC(=O)N2CCc3ccccc3C2)c1O	-14.8	9.5
O=C(OCC(=O)c1cccs1)c1ccccc1	6.5	-7.7

The listing, repeating the preview:
SMILES	H9c2 TAG inh	H9c2 TAG inh DAPI viability
Cc1cccc(C(=O)OCC(=O)N2CCc3ccccc3C2)c1O	-14.8	9.5
O=C(OCC(=O)c1cccs1)c1ccccc1	6.5	-7.7
COc1ccc(Cl)cc1N1C(=O)C2CCCN2C1c1ccc(F)c(F)c1 (configuration not stated)	16.1	-8.5
O=C(c1ccco1)N1CCN(Cc2cc(=O)c(OCc3cccc(Cl)c3)co2)CC1	12.4	-4.1
O=C(NCC1COc2ccccc2O1)c1ccc(NC(=O)c2ccco2)cc1 (configuration not stated)	18.2	-2.2
N/C(=N\OC(=O)CCC1CCCC1)c1ccc(Cl)cc1	-15.2	-1.9
Cc1cc(=O)oc2cc(OCCSCCN3CCCC3)ccc12	3.6	3.6
Cn1c(-c2cccs2)[n+](C)c2ccccc21	3.5	5.9
COc1ccc(C(=O)Nc2cccc(NC(=O)c3ccc(OC)cc3OC)n2)c(OC)c1	7.6	0.3
CCN(CC(=O)NC(C)C)Cc1nc2c(Br)cc(Br)cc2c(=O)[nH]1	-1.0	9.2
CC(C)N(Cc1nccn1C)C(=O)c1ccc2oc(CCCc3ccccc3)nc2c1	-2.2	10.1
CCC(C)(C)NC(=O)C(c1ccccc1F)N(C(=O)c1ccn[nH]1)c1ccccc1 (configuration not stated)	-8.8	-25.1
Brc1nnc2n1-c1ccccc1Sc1ccccc1-2	-2.0	-1.1
CCCCCCNC(=O)c1cc(-c2ccco2)nc2ccccc12	3.0	-2.6
CC(C)CN1CCC(=O)N([C@H](CSc2ccc(Br)cc2)c2ccccc2)CC1	4.9	6.8
Cc1cc2oc(=O)cc(COC(=O)Cn3cnnn3)c2cc1C(C)C	3.4	12.4
COc1cc(C(=O)N2CCCCC2c2cc(C(=O)NC(C)C)no2)cc(OC)c1C (configuration not stated)	20.5	-9.8
Cc1ccc(Sc2ncccc2C(=O)NCc2cc([N+](=O)[O-])ccc2O)c(C)c1	-9.0	-0.7
COC(=O)c1ccccc1NC(=O)c1c(O)c2c([nH]c1=O)CCCC2	8.6	-10.1
COc1ccc(S(=O)(=O)N2CCC(C(=O)NCCC(=O)NCc3ccccn3)CC2)cc1	-11.2	1.4
Cn1c(=O)c(Sc2ccccc2)c(O)c2ccccc21	5.3	0.4
O=C(CCN1C(=O)/C(=C\c2ccccc2)SC1=S)NNC(=O)c1ccncc1	-10.3	6.3
CN1C(=O)OC2(C)CCc3ccccc3C12C (configuration not stated)	-5.0	14.4
C[C@H]1CN([C@@H](C)CO)C(=O)CCCn2nncc2CO[C@H]1CN(C)C(=O)Cc1ccccc1	-4.7	-1.0
CCCn1c(C)c(C(=O)OCC)c(O)c(-c2ccccc2)c1=O	-1.0	-4.1
CN1CCC(n2[nH]c(-c3ccccc3)c(Cc3ccccc3)c2=O)CC1	-4.5	-0.5
Cc1ccc(CN2CCN(/N=C\C(Br)=C\c3ccccc3)CC2)cc1	-13.2	4.8
Cc1nc(CSc2nsc(C)c2C#N)cs1	1.7	3.9
O=C(CSc1nc2[nH]c(=O)cc(O)c2s1)Nc1nncs1	-11.4	-1.9
Cc1nnsc1C(=O)N1CCN(c2ccc(F)cc2)CC1	1.5	2.5
CC1CCc2[nH]c3ccc(C(=O)N(C)CC(=O)Nc4ccccc4Br)cc3c2C1 (configuration not stated)	0.5	-3.4
CSc1ncc(C(=O)O)n1-c1ccc(F)cc1	2.2	-2.4
Cc1cc(-c2c(C)[nH]n(-c3ccccc3)c2=O)n[nH]1	0.2	6.1
Cc1ccc(N2CC(C(=O)NCc3n[nH]c(=O)c4ccccc34)CC2=O)cc1 (configuration not stated)	-19.1	9.1
C[N+]1(CCCCCCC(=O)/C=N/O)CCCCCC1	-2.1	7.7
O=C(COC(=O)Cc1ccccc1F)NCCc1ccccc1	3.3	19.6
CN1CCN(S(=O)(=O)c2cccc(C(=O)Nc3ccccc3N3CCOCC3)c2)CC1	9.6	1.3
FC(F)(F)c1cccc(-c2cc3nc(NCCOc4ccccc4)ccn3n2)c1	8.9	3.6
COc1ccc2oc(C(=O)OCC(=O)N(C)c3ccccc3)c(C)c2c1	3.0	4.1
CC(C)(C)c1ccc(S(=O)(=O)CC(O)CSc2nc3c(cc2C#N)CCCC3)cc1 (configuration not stated)	6.0	2.1
CCOc1ccc(NC(=S)Nc2cccc3ccccc23)cc1	-10.1	1.4
O=S(=O)(Nc1cccc(-c2ccc3nncn3n2)c1)c1ccccc1F	6.0	5.4
CCN(C(=O)COC(=O)C(Cc1ccccc1)N1C(=O)c2ccccc2C1=O)C1CCS(=O)(=O)C1 (configuration not stated)	-11.0	5.4
C/C(=N\NC(=O)CCCNc1cccc(C)c1)c1ccncc1	6.4	-2.0
Cc1ccc(CNC(=O)c2ccc(C)s2)cc1	-10.5	-2.5
Cc1ccn2c(CNCC3COCCO3)c(C(=O)N3CCCCCC3)nc2c1 (configuration not stated)	9.5	-4.8
Cn1c(N2CCC(C(N)=O)CC2)nc2c1c(=O)n(Cc1ccc(Br)cc1)c(=O)n2C	43.6	-34.8
Cc1cc(/C=N/NC(=O)CC2(C)OCCO2)c(C)n1-c1cc(Cl)cc(Cl)c1	-4.9	1.6
COc1ccccc1C(O)(c1ccccc1)c1ccccc1OC	-15.0	3.1
C[C@@H]1C=C(C(=O)N2CCN(C)CC2)O[C@H](OCc2ccc(CO)cc2)C1	-30.8	9.2
COc1ccc(C(=O)CC(=O)c2ccccc2)cc1	1.2	-1.7
CC(=O)N/N=C(/C)c1ccc(NC(=O)c2csc(C)c2C)cc1	9.3	-2.3
c1ccc2c(c1)OCc1cn[nH]c1-2	5.0	-5.1
CCOC(=O)C1CCN(Cc2cn[nH]c2-c2ccc(C)cc2)CC1	1.6	1.0
Oc1ccc(-c2sc(Nc3ccccc3)n[n+]2-c2ccc(F)cc2)cc1	-16.1	3.1
Cc1n[nH]c(=O)c2c(NC(=O)COC(=O)Cc3c(F)cccc3Cl)oc(C)c12	-2.2	5.5
CCc1cc(=O)n2c([nH]c3ccccc32)c1C#N	2.3	1.9
CCc1ccccc1OCC(=O)OCC(=O)Nc1cc(C)on1	5.2	-7.2
COc1ccc(-c2nnc(NC(=O)CSc3ccccc3)s2)cc1OC	-9.0	7.9
CSc1nc2ccccc2cc1/C=C(\C#N)c1ccc(Cl)c(Cl)c1	-4.4	4.8

(further entries)
SMILES	H9c2 TAG inh	H9c2 TAG inh DAPI viability
COc1cc(NC(=O)C/C(C)=N/NC(=O)C(=O)NC2CCCCC2)c(OC)cc1Cl	-12.6	13.9
O=c1[nH]cc(N(CCO)CCO)c(=O)[nH]1	-4.4	3.9
CS(=O)(=O)c1cccc(-c2csc(N3CCC(C(N)=O)CC3)n2)c1	16.8	-5.7
COc1ccccc1NS(=O)(=O)c1cccc(C(=O)NNC(=O)c2ccc(Cl)nc2)c1	10.6	-1.3
CCC(C(=O)O)N1C(=O)C2CCCCC2C1=O (configuration not stated)	3.1	-8.6
Cc1cc2ccccn2c1C(C[N+](=O)[O-])c1ccc(N(C)C)cc1 (configuration not stated)	3.8	-0.5
COc1ccc(S(=O)(=O)N2CCCCC2)cc1NC(=O)CCNC(=O)c1ccccc1Cl	-10.6	-13.6
Cc1cc(NCCCn2ccnc2)n2nc(-c3ccc(Cl)cc3)cc2n1	-3.6	20.8
COc1ccccc1NC(=S)N(CCCN(C)C)Cc1cc2cc3c(cc2[nH]c1=O)OCO3	6.1	20.0
S=C(NCCCc1cnc[nH]1)NCCCN(Cc1ccc(Cl)cc1)c1ccc(Br)cn1	-0.7	27.1
Cc1nc([N+](=O)[O-])c(SCC(O)CCl)n1Cc1ccc(Cl)cc1 (configuration not stated)	-3.1	5.5
CCCc1cc(=O)oc2c(C)c(O)c(CN3CCCCC3)cc12	-37.9	i
CC(=O)NC/C(C)=N\Nc1ccc([N+](=O)[O-])cc1	-30.9	-9.8
O=C(COC(=O)c1ccccc1)Nc1cc(S(=O)(=O)N2CCCCCC2)ccc1Cl	-9.7	-6.2
COc1ccc(N2CCN(C(=O)Cc3ccc(OC)c(OC)c3)CC2)cc1	-16.1	4.2
O=C(NCCN1CCCCC1)Nc1cccc(C(F)(F)F)c1	17.5	-13.1
O=C(NNC(=O)c1cc2ccccc2cc1O)NC1CCCCC1	-7.9	-2.2
CC1CCc2c(sc3ncnc(SCC(=O)c4ccccc4)c23)C1 (configuration not stated)	-88.3	3.9
C=CCNc1nc(-c2ccccc2)c(C(=O)OCC)cc1C#N	3.6	-1.4
Clc1ccc(-c2nc3cnccn3c2Nc2ccc3c(c2)OCO3)cc1	-3.7	11.1
COc1ccc(-c2[nH]c(-c3cccc(OC)c3)nc2SCC(=O)NC2CCCC2)cc1	11.0	2.3
CCC(=O)Oc1ccc(C(CC)C(CC)c2ccc(OC(=O)CC)cc2)cc1 (configuration not stated)	-0.7	0.6
Cc1ccc(SC[C@H](c2ccccc2)N2CCN(C)CCC2=O)cc1	8.1	8.6
COC(=O)CCN(C(C)=O)c1ccc(N)cc1	3.1	-9.2
COCCn1c(SCC(=O)c2c(N)n(C3CC3)c(=O)[nH]c2=O)nc2ccccc21	10.9	0.6
COCCOC(=O)C1=C(C)NC(=O)NC1c1ccc(-c2ccc(F)cc2)o1 (configuration not stated)	-8.5	-2.2
Cc1cccc(NC(=O)CSc2nnc(-c3ccccc3)n2N)c1	15.0	-4.5
CCCc1nc(SCC(=O)c2ccc3c(c2)NC(=O)CO3)[nH]c(=O)c1CC	-6.4	3.0
COC(=O)c1ccc(Cn2nc([N+](=O)[O-])c(Br)c2C)cc1	-15.5	5.0
Nc1cc(=O)n(Cc2ccco2)c(=S)[nH]1	-5.2	-3.4
O=C(c1ccco1)N1CCN(c2ccc([N+](=O)[O-])c(N3CCOCC3)c2)CC1	-4.6	-10.3
N#Cc1c2c(c(-c3ccccc3Cl)[nH]c1=S)CCCC2	-7.6	11.5
FC(F)Oc1ccc(-n2cc(-c3ccccc3)[n+]3c2CCCCC3)cc1	-15.0	-9.1
CN(C)C1(CNC(=S)Nc2ccccc2C(F)(F)F)CCCCC1	-6.1	3.3
O=C1N=C(N2CCOCC2)S/C1=C/c1ccc(-c2ccccc2Cl)o1	30.4	1.9
C=CCOc1ccccc1CNc1ccc2[nH]c(=O)[nH]c2c1	-1.5	-6.3

Reprinted at random: five compounds from above.
SMILES	H9c2 TAG inh	H9c2 TAG inh DAPI viability
CCCc1nc(SCC(=O)c2ccc3c(c2)NC(=O)CO3)[nH]c(=O)c1CC	-6.4	3.0
CCc1ccccc1OCC(=O)OCC(=O)Nc1cc(C)on1	5.2	-7.2
COc1ccc(N2CCN(C(=O)Cc3ccc(OC)c(OC)c3)CC2)cc1	-16.1	4.2
Cc1ccc(N2CC(C(=O)NCc3n[nH]c(=O)c4ccccc34)CC2=O)cc1 (configuration not stated)	-19.1	9.1
COc1cc(C(=O)N2CCCCC2c2cc(C(=O)NC(C)C)no2)cc(OC)c1C (configuration not stated)	20.5	-9.8

Ordered by heavy-atom count (smallest number first): part of the list above
SMILES	H9c2 TAG inh	H9c2 TAG inh DAPI viability
C=CCOc1ccccc1CNc1ccc2[nH]c(=O)[nH]c2c1	-1.5	-6.3
Cc1cccc(NC(=O)CSc2nnc(-c3ccccc3)n2N)c1	15.0	-4.5
FC(F)Oc1ccc(-n2cc(-c3ccccc3)[n+]3c2CCCCC3)cc1	-15.0	-9.1
O=C(c1ccco1)N1CCN(c2ccc([N+](=O)[O-])c(N3CCOCC3)c2)CC1	-4.6	-10.3
COCCn1c(SCC(=O)c2c(N)n(C3CC3)c(=O)[nH]c2=O)nc2ccccc21	10.9	0.6

(cont.)
SMILES	H9c2 TAG inh	H9c2 TAG inh DAPI viability
C/C(CC(=O)Nc1ccccn1)=N\NC(=O)C(=O)Nc1cccc(C)c1	9.3	-1.7
CC(NC(=O)COC(=O)C1CSC2(C)CCC(=O)N12)C12CC3CC(CC(C3)C1)C2 (configuration not stated)	5.6	-3.9
O=c1cc(-c2ccccc2)oc2ccc(Cl)cc12	-0.2	0.9
O=C(c1cc2nc(-c3ccccc3)cc(C(F)(F)F)n2n1)N1CCCC1	2.0	2.3
C/C(N)=C(/C#N)C(=O)COc1ccc(Cl)cc1Cl	-8.6	-3.2
COc1ccc(S(=O)(=O)Cc2ccc(C(=O)NCc3cccnc3)o2)cc1	-8.3	3.6
Cc1cc(NC(=O)CSc2nc(C(C)C)nc3c2c(=O)n(C)c(=O)n3C)no1	-4.9	11.7
CN(CC(=O)NC1CCCc2ccccc21)C1CCCCC1 (configuration not stated)	-3.9	18.7
O=C(O)/C(=C\c1ccccc1)c1ccccc1	4.8	1.9
Cc1ccccc1C(=O)Nc1ccc(S(=O)(=O)N2CCN(C)CC2)cc1	-2.3	11.7
O=C(Nc1ccc(C(=O)N2CCCCC2)cc1)c1cccc([N+](=O)[O-])c1	3.8	5.0
O=C(CCS(=O)(=O)c1ccccc1)N(CCCN1CCOCC1)c1nc2ccc(F)cc2s1	0.0	1.4
CCN1CCN(c2ccc(S(=O)(=O)N3CCCCC3)cc2NC(=O)/C=C/c2ccc(Cl)cc2)CC1	12.8	-0.5
FC(F)(F)c1cnc2c(-c3ccc(Cl)cc3Cl)noc2c1	-17.8	12.9
CCNS(=O)(=O)c1ccc(NC(=S)NCC2CCCO2)cc1 (configuration not stated)	4.3	-1.4
Cc1ccc(/C=C/S(=O)(=O)NCC(=O)OCC(=O)Nc2ccc(C(=O)N(C)C)cc2)cc1	-1.2	-5.5
CC(OC(=O)c1ccccc1C(=O)N(C)C1CCCCC1)C(=O)NC1(C#N)CCCCC1 (configuration not stated)	-6.9	6.9
Cc1cc(C)c(CN2CCN(C(=O)Cn3ccc(N)nc3=O)CC2)c(C)c1	-6.4	6.0

A portion of the library; rates above refer to the full screens.
